ELG1 genotox – qHTS screen for small molecules that induce genotoxicity in human embryonic kidney (HEK293T) cells expressing luciferase-tagged ELG1. HEK293T ELG1-luciferase reporter, luminescence, 16 h. Potency, µM (highest dose often 46 µM), without a hit: at the highest dose activity change, positive = activation, usual class: activators. 330,000 compounds, 1.3% hits; note: potency is the fitted concentration of half-maximal effect; % of control where 0% means no effect; nearly all actives have a fitted effect of over 60% in size
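HEK293T cells expressing luciferase-tagged ELG1 were treated with compound or DMSO for 16 hr at 37°C. Luciferase activity was then read after 30 min with ONE-Glo at room temperature; rising signal flags genetic stress.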
Gal4-VP16 FLuc – VP16 counterscreen qHTS for inhibitors of ROR gamma transcriptional activity; Drosophila S2 Gal4-VP16 UAS-luciferase, luminescence, 20 h; Potency, µM (titrated, usually from 53.6 µM), for the others: at the top dose activity, negative = inhibition, actives largely listed as inhibitors; 310,000 compounds, 3.5% hits; AID 2546, 2010;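 note: Gal4-VP16 expression switched on by copper sulfate through the metallothionein promoter; potency is the fitted concentration of half-maximal effect; % is set by controls: 0 for no effect and ±100 for the full control effect; nearly all actives have a fitted effect of over 50% in size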
PKM2 act – qHTS Assay for Activators of Human Muscle isoform 2 Pyruvate Kinase; Pyruvate kinase PKM (Homo sapiens), P14618; purified PKM2, Kinase-Glo ATP luminescence, activation; response scale: 0% is enzyme alone, no compound; Potency, µM (doses to about 57.5 µM), for the others: at the highest dose activation, actives largely listed as activators; 260,000 compounds, 0.34% hits; note: potency is the fitted concentration of half-maximal effect; % is set by controls: 0 for no effect and ±100 for the full control effect; nearly all actives have a fitted effect of over 55% in size
Target sequence (P14618 whole entry, looked up, canonical isoform): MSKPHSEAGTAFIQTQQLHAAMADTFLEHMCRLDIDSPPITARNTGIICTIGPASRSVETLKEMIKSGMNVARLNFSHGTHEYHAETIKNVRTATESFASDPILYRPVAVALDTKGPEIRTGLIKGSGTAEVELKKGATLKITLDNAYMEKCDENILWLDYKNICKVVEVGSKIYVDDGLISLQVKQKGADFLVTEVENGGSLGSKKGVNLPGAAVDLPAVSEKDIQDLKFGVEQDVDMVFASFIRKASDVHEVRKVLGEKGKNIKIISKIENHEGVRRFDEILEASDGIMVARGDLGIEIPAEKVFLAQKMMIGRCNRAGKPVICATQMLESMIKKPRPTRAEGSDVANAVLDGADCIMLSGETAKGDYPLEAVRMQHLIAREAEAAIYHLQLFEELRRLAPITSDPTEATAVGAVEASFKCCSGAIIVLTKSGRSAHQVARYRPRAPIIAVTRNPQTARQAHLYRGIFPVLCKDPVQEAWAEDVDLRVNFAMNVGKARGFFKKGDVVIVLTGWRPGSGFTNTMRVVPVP
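Kinase-Glo luminescence reports ATP generated from ADP (0.1 mM) and PEP (0.5 mM) by purified hPK-M2 after 1 h at room temperature, pH 7.2 imidazole buffer; intermediate enzyme activity allows detecting inhibitors and activators.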
p53 reactivation – qHTS assay for re-activators of p53 using a Luc reporter; H1299 p53-A138V BP100-luciferase reporter, luminescence, 24 h; Potency, µM (series often up to 92.2 µM), for inactives: at the top dose activity change, positive = activation, most hits filed as activators; 320,000 compounds, 0.063% hits; AID 504706, 2011; note: potency is the fitted concentration of half-maximal effect; % of control where 0% means no effect; nearly all actives have a fitted effect of over 45% in size
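H1299 (p53-null), stable ts p53-A138V + BP100-Luc; 1000 cells/well, Opti-MEM/10% FBS; cpd 4 pt, 1:5; 24 h, 37 deg C, 5% CO2; detection reagent 10 min RT; luminescence.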
RORgamma inh – qHTS for inhibitors of ROR gamma transcriptional activity. AID 2551, 2010. Nuclear receptor ROR-gamma (Mus musculus), P51450. Potency, µM (titrated, usually from 53.6 µM), without a hit: at the top dose activity change, negative = inhibition, hits mostly inhibitors. 310,000 compounds, 5.4% hits. Drosophila S2 Gal4-RORgamma UAS-luciferase reporter, 20 h; note: potency is the fitted concentration of half-maximal effect; % is set by controls: 0 for no effect and ±100 for the full control effect; nearly all actives have a fitted effect of over 60% in size
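Using a luciferase readout, inhibitors were identified by reduced reporter activity in Drosophila cells coexpressing a copper-inducible Gal4–ROR gamma fusion and UAS-driven Photinus luciferase, incubated 20 hr after 700 uM copper sulfate.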
BRCA1 expr up – qHTS Assay to Identify Small Molecule Activators of BRCA1 Expression; AID 624202, 2012; Potency, µM (titrated, usually from 46.1 µM), inactives show at the highest dose activation, hits mostly activators; MCF7-BRCA1-FFLuc reporter, luminescence, 48 h; response scale: scaled: vehicle 0%, 10 µM genistein 100%; 380,000 compounds, 1.1% hits; note: potency is the fitted concentration of half-maximal effect; nearly all actives have a fitted effect of over 80% in size; some results filed as inactive show a strong effect at the top dose
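Luminescence from a BRCA1-driven firefly luciferase in MCF7 cells was the read-out, taken 15 min after substrate addition following 48 h compound exposure at 37 °C. Data were normalized to a 10 microM genistein control and DMSO vehicle.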
Menin MLL FP TR – qHTS Assay for Inhibitors Targeting the Menin-MLL Interaction in MLL Related Leukemias: Competition With Texas Red Labeled MLL-derived Mutant Peptide; O00255; Menin + Texas Red MLL mutant peptide, fluorescence polarization; Potency, µM (highest dose often 61.6 µM), inactives show top-dose FP activity change, negative = inhibition, actives largely listed as inhibitors; 270,000 compounds, 0.23% hits; AID 1768, 2009; active = well fitted inhibition curve with a large enough effect in the polarisation, with a control signal flat, not every such curve was filed as active; inconclusive = small, poorly fitted or top-dose-only effect, or effect the other way, or a change in a side signal; inactive = no such curve, though single readings can be large or run the other way; the % refers to the polarisation; note: potency is the fitted concentration of half-maximal effect; % of control where 0% means no effect; many of its hits are not listed in these tables
Target sequence (O00255 whole entry, looked up): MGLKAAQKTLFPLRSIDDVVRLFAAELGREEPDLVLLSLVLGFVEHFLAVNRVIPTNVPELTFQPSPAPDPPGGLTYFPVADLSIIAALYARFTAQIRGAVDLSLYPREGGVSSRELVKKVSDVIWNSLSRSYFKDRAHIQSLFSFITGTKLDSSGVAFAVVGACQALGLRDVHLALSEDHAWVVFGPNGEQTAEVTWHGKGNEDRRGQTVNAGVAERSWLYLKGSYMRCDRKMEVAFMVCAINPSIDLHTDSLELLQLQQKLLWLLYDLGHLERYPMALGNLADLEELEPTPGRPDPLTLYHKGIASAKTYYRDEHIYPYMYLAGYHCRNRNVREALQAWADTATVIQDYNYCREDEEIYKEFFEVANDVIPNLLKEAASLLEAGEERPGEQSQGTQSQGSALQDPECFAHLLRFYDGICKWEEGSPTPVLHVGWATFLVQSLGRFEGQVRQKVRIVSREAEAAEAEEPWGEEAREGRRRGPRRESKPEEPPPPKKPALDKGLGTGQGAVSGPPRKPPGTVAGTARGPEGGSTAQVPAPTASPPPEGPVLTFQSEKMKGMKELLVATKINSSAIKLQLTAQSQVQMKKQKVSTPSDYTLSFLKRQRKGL
Giardia kill – Small Molecules that selectively kill Giardia lamblia: qHTS. Giardia lamblia trophozoite viability. activity change, % at 7.66 µM, hits read low. 340,000 compounds, 0.15% hits; in the data active = activity change below about -80%; inconclusive = between about -30% and that limit;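 note: parasites exposed to compound for two days anaerobically before the ATP read; % is set by controls: 0 for no effect and ±100 for the full control effect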
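Trophozoite viability was measured as ATP-dependent luminescence, read 15-30 min after reagent addition. Before that, parasites at 100 cells/well were exposed to compounds for 48 h, anaerobically, at 37 deg C.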
Rab9 promoter act – qHTS Assay for Rab9 Promoter Activators; Huh7 Rab9 promoter-luciferase reporter, luminescence, 24 h; Potency, µM (highest dose often 9.22 µM), for inactives: at the top dose activation, negative = inhibition, usual class: activators; 320,000 compounds, 2.8% hits; note: potency is the fitted concentration of half-maximal effect; % of control where 0% means no effect; nearly all actives have a fitted effect of over 60% in size
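Quantitative HTS format; Huh7 Rab9-luciferase reporter cells (1500/well) receive compound 2 h post-plating, incubate 24 h at 37 °C, then get luciferase reagent for 10 min before luminescence reading.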
FLuc modulator – qHTS profiling assay for firefly luciferase inhibitor/activator using purifed enzyme and Km concentrations of substrates (counterscreen for miR-21 project). AID 588342, 2011. Potency, µM (doses to about 57.5 µM), inactives show at the highest dose activity change, negative = inhibition, usual class: inhibitors. 360,000 compounds, 6.9% hits. purified FLuc, Km substrates, luminescence inhibition;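 note: potency is the fitted concentration of half-maximal effect; plate controls were vehicle for no effect and reference inhibitor for full effect; nearly all actives have a fitted effect of over 55% in size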
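Biochemical qHTS of compounds, final roughly 60 µM downward over six points, against 10 nM purified firefly luciferase using Km concentrations of substrates (10 uM D-luciferin, 10 uM ATP) in Tris acetate pH 7.5 buffer; luminescence output.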
NPC1 prom act – qHTS Assay for NPC1 Promoter Activators. Huh7 NPC1 promoter luciferase reporter, 24 h. Potency, µM (highest dose often 9.22 µM), for the others: at the highest dose activation, hits mostly activators. 320,000 compounds, 2.4% hits;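 note: potency is the fitted concentration of half-maximal effect; % of control where 0% means no effect; nearly all actives have a fitted effect of over 60% in size; reporter is driven by a mutant NPC1 promoter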
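NPC1 promoter–luciferase Huh7 cells; 24 h compound; luminescence.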
* = called active by the depositor; ? = inconclusive; nt = no result given; [ ] = another dose, or the depositor's remark. Unless noted, calls come from the whole dose curve; as a rule, active = well fitted curve in the direction sought with a large enough effect; inconclusive = small, poorly fitted or top-dose-only effect, or another doubt; inactive = no such curve, though single readings can be large; an effect the other way counts as inactive or inconclusive. Only part of the results is shown, so the mix of outcomes need not match the whole.

SMILES	ELG1 genotox	Gal4-VP16 FLuc	PKM2 act	p53 reactivation	RORgamma inh	BRCA1 expr up	Menin MLL FP TR	Giardia kill	Rab9 promoter act	FLuc modulator	NPC1 prom act
O=C(Nc1ccc2c(c1)oc1ccccc12)c1cccnc1	16%	-2%	13%	5%	-2%	83%	2%	-20	?	6µM*	?
O=C(c1ccc(C(F)(F)F)cc1)C1CCCN(C(=O)Cn2cnnn2)C1 (configuration not stated)	0%	-1%	nt	22%	38%	-11%	6%	25	3%	0%	-3%
CC(=O)c1cnn(-c2cc(Oc3cccc(C)c3)ncn2)c1C	nt	3%	0%	nt	15%	48%	-2%	3	nt	0%	nt
Cc1ccccc1OCc1nc2ccccc2c(=O)n1/N=C/c1cn[nH]c1-c1ccccc1	-10%	-3%	1%	-14%	20%	-37%	4%	-8	1%	-11%	-4%
O=C(c1ccc2c(=O)n(C3CCCC3)c(=S)[nH]c2c1)N1CCc2ccccc21	0%	3.2µM*	1%	9%	1µM*	-1%	5%	7	1%	1%	-4%
CC(C)c1[nH]nc2c1C(c1ccc(OC(=O)c3ccco3)cc1)C(C#N)=C(N)O2 (configuration not stated)	-6%	20%	-1%	-5%	?	-1%	4%	-4	-10%	-1%	0%
CCn1c(CNC(=O)c2ccc(Cl)cc2)nnc1SCC(=O)NC1=NCCS1	-1%	1%	-8%	-3%	-2%	-6%	2%	9	-3%	4%	-1%
Cc1ccc(C(=O)NCCNC(=O)CN2CCCC2)cc1	-1%	-1%	2%	-2%	-23%	2%	-3%	-1	9%	1%	17%
CCOC(=O)N1CCN(C(=O)CSc2ncccn2)CC1	3%	4%	0%	-3%	3%	3%	-14%	-10	-1%	5%	-7%
COc1ccc(NS(=O)(=O)c2cccc(C(=O)NNC(=O)c3ccccc3O)c2)cc1	?	nt	nt	-1%	nt	-46%	nt	-1	-8%	?	-2%
CCOC(=O)/C(=N\Nc1ccccc1)c1csc(Nc2ccc(C)cc2)n1	-7%	-8%	-4%	11%	-35%	-36%	?	10	-6%	?	-1%
COc1ccc(Nc2nc3ccccc3n2C)cc1	25%	7%	-3%	nt	-22%	5.6µM*	16%	-23	3.2µM*	15µM*	2.5µM*
COc1ccccc1-c1cc2nc(C)c(CCC(=O)NC(C)CCc3ccco3)c(C)n2n1 (configuration not stated)	-12%	-2%	3%	-3%	-28%	-43%	7%	-15	3%	-12%	0%
C/C(CC(=O)Nc1ccc(N(C)C)cc1)=N\NC(=O)c1ccncc1	1%	-10%	0%	3%	-28%	-1%	4%	-11	2%	-11%	-2%
CCCOc1ccc(-c2nc(C#N)c(N3CCC(C(N)=O)CC3)o2)cc1	1%	-14%	1%	-13%	40%	8%	13%	-9	?	-2%	-5%
O=C(O)C1Cc2ccccc2CN1S(=O)(=O)/C=C/c1ccccc1 (configuration not stated)	-2%	17%	3%	2%	1%	-2%	-12%	-22	1%	?	0%
O=C(COc1ccccc1)NCC(c1ccco1)N1CCN(c2ccccc2F)CC1 (configuration not stated)	-16%	nt	nt	-6%	nt	-77%	nt	-15	-7%	-2%	-4%
Cc1nn(-c2ccccc2Cl)c(Cl)c1/C=N/Nc1nc2ccccc2s1	23%	0.32µM*	3%	2%	1µM*	-78%	5%	?	-31%[inhibitor]	0.17µM*	-20%
CCc1c(C(=O)N2CCOCC2)csc1C	-5%	-2%	5%	-5%	20%	2%	-18%	3	1%	4%	-5%
O=C(NCc1ccccc1)C(c1cccnc1)N(C(=O)c1ccccn1)c1ccccc1F (configuration not stated)	-19%	-19%	-1%	-4%	7%	-10%	-10%	3	-6%	1%	2%
Cc1cccc(C)c1NC(=O)NN(C(=O)c1ccccc1)C(C)(C)C	2%	-11%	4%	1%	3%	8%	-2%	-15	-6%	7%	-1%
Nc1ccc2c(c1)COC2=O	11%	10%	nt	16%	31%	19%	-1%	14	21%	17µM*	10%
CCC(=O)Nc1ccc(C(=O)c2ccccc2)cc1	6%	0%	-2%	-4%	23%	57%	4%	-2	?	?	12%
CN(C)S(=O)(=O)c1ccc(Cl)c(C(=O)NNC(=O)c2ccc3c(c2)OCO3)c1	1%	nt	nt	0%	nt	35%	nt	-9	-5%	?	-1%
CSCCC(NC(=O)c1ccccc1Br)C(=O)NNC(=O)c1csc(N2CCOCC2)n1 (configuration not stated)	1%	nt	nt	-2%	nt	-15%	nt	7	-6%	-1%	0%
Clc1ccc(C2=CC(c3ccco3)n3ncnc3N2)cc1 (configuration not stated)	0%	-18%	2%	0%	?	-72%	0%	9	10%	-10%	1%
C=CCNC(=O)/C(C#N)=C/c1cn(-c2ccccc2)nc1-c1cccs1	3%	-3%	2%	23%	-6%	-24%	?	11	2%	-1%	-1%
CC1=CC(=C2C(=O)c3ccccc3C2=O)C=C(C)N1Cc1ccco1	18%	0%	6%	?	10%	?	?	-6	1.6µM*	3.4µM*	2.2µM*
C=CCOc1c(Br)cc(/C=N/Nc2ccc(C(=O)O)cc2)cc1OCC	?	?	-7%	?	?	42%	?	7	3.5µM*	30µM*	2.8µM*
CN(CC(=O)Nc1cccc(F)c1)CC(=O)Nc1cccc(S(N)(=O)=O)c1	-1%	-2%	0%	0%	-2%	1%	nt	-2	2%	-1%	-5%
CC(C)(C)NC(=O)C(c1ccco1)N(Cc1ccc(F)cc1)C(=O)c1snc(C(N)=O)c1N (configuration not stated)	-2%	1%	1%	1%	-1%	-28%	-9%	-7	-4%	8%	0%
COc1cc(Cl)c(C)cc1NC(=O)c1ccccc1NC(=O)CN1CCOCC1	-8%	-4%	nt	-3%	-14%	-41%	-17%	1	-2%	0%	3%
Cc1ccc(OCC(=O)Nc2c[nH]c(=O)[nH]c2=O)cc1C	3%	-1%	-3%	-2%	-29%	-9%	-23%	14	1%	2%	12%
Cc1cc(/C=C2\Cc3ccccc3C2=O)c(C)n1-c1ccccc1	1.2µM*	?	-12%	?	-45%	-38%	12%	?	-1%	0.19µM*	10%
Nc1ccccc1NC(=O)CCn1c(=S)[nH]c2ccccc2c1=O	0%	2%	nt	3%	-22%	5%	nt	-4	4%	0%	8%
COCCOC(=O)C1=C(C)NC(=O)NC1c1ccc(-c2cc(Cl)ccc2Cl)o1 (configuration not stated)	-1%	4%	-19%	-3%	12%	-36%	-9%	-3	-7%	-6%	-1%
COc1ccccc1-c1nn2c(-c3ccco3)nnc2s1	18µM*	-2%	-1%	?	-11%	7.9µM*	-1%	1	?	5.4µM*	?
CCC1(CC)C(=O)NN(c2ccccc2)C1=O	4%	-2%	-19%	2%	-22%	9%	1%	-24	-2%	11%	-4%
COc1ccccc1-c1nc(SCC(=O)NCC2CCCO2)c2c(=O)n(C)c(=O)n(C)c2n1 (configuration not stated)	3%	2%[10 µM]	-2%	4%	-6%	nt	-9%	nt	-4%	-1%	-1%
O=C(CN(Cc1ccccc1Cl)C(=O)c1csnn1)NCCc1ccccc1	0%	-13%	-5%	-8%	2%	-21%	-16%	-5	2%	0%	-1%
NC(=O)c1ccc[n+](CC(=O)OCCC23CC4CC(CC(C4)C2)C3)c1	-1%	2%	-11%	2%	8%	2%	?	-19	2%	-2%	-24%
Cc1c(CNCc2cccs2)c(C(=O)O)c(C)n1Cc1ccccc1	0%	4%	-4%	5%	0%	3%	-3%	-8	1%	2%	-4%
COc1cccc(OC)c1NC(=O)Cc1nn(C)c(=O)c2ccccc12	-1%	-8%	4%	-9%	2%	2%	0%	18	-6%	0%	-2%

Exported with each value named: 2 of the compounds above.
Cc1cc(/C=C2\Cc3ccccc3C2=O)c(C)n1-c1ccccc1
- ELG1 genotox = 1.2µM*
- Gal4-VP16 FLuc = ?
- PKM2 act = -12%
- p53 reactivation = ?
- RORgamma inh = -45%
- BRCA1 expr up = -38%
- Menin MLL FP TR = 12%
- Giardia kill = ?
- Rab9 promoter act = -1%
- FLuc modulator = 0.19µM*
- NPC1 prom act = 10%
Nc1ccccc1NC(=O)CCn1c(=S)[nH]c2ccccc2c1=O
- ELG1 genotox = 0%
- Gal4-VP16 FLuc = 2%
- PKM2 act = nt
- p53 reactivation = 3%
- RORgamma inh = -22%
- BRCA1 expr up = 5%
- Menin MLL FP TR = nt
- Giardia kill = -4
- Rab9 promoter act = 4%
- FLuc modulator = 0%
- NPC1 prom act = 8%
